# EPAC2 antagonist: blocks human EPAC2 exchange factor; Potency, µM (highest dose often 114 µM), for the others: at the highest dose activity, negative = inhibition, hits mostly inhibitors; Q8WZA2; AID 720708; EPAC2 GEF exchange of Rap1B-BODIPY-GDP, fluorescence; 0.18% of 360,000 active; note: potency is the fitted concentration of half-maximal effect; % is set by controls: 0 for no effect and ±100 for the full control effect; nearly all actives have a fitted effect of over 45% in size; many of its hits are not listed in these tables
# Target sequence (Q8WZA2 whole entry, looked up): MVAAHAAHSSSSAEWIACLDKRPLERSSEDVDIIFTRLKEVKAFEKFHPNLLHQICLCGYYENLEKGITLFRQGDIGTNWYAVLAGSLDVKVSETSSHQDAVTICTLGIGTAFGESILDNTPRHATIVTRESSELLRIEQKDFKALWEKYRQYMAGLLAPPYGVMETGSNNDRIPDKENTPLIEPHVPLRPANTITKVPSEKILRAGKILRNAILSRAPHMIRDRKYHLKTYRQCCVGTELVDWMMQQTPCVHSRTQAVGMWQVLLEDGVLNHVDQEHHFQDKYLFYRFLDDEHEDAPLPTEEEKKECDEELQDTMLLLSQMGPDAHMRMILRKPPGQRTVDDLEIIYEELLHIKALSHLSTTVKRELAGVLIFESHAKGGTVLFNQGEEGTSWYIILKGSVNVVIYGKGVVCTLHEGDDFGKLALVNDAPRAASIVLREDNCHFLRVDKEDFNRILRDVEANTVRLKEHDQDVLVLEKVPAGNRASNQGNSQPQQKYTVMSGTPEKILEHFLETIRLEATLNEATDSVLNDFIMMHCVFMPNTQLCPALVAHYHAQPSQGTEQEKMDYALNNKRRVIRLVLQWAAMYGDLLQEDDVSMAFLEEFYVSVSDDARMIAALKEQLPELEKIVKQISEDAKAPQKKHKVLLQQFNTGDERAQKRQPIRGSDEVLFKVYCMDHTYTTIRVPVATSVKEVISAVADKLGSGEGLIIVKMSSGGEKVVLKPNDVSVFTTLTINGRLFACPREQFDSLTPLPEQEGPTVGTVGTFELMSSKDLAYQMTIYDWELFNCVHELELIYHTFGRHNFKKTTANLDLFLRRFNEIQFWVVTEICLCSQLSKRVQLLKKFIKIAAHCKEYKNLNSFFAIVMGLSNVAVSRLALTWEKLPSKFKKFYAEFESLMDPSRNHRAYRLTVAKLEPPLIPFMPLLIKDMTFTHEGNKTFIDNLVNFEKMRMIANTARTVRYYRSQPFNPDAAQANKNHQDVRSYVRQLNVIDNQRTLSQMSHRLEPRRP
# WRN inhibitor: WRN helicase (human) inhibition; WRN helicase unwinding, fluorescent forked duplex, kinetic; Potency, µM (highest dose often 114 µM), for the others: top-dose activity change, negative = inhibition, usual class: inhibitors; 0.46% of 360,000 active; note: potency is the fitted concentration of half-maximal effect; % is set by controls: 0 for no effect and ±100 for the full control effect; nearly all actives have a fitted effect of over 55% in size
#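 Screening of the MLSMR collection measured strand separation of a quenched forked DNA duplex (100 nM) by 20 nM WRN with 2 mM ATP, all final. Compounds were preincubated with enzyme 15 min at room temperature.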
# Mm-Cpn inhibitor: M. maripaludis TRiC chaperonin inhibition; purified Mm-Cpn ATPase, ADP Transcreener TR-FRET; AID 504842; 0.031% of 330,000 active; Potency, µM (highest dose often 76.9 µM), without a hit: at the top dose activity, negative = inhibition, most hits filed as inhibitors; note: potency is the fitted concentration of half-maximal effect; % is set by controls: 0 for no effect and ±100 for the full control effect; nearly all actives have a fitted effect of over 80% in size
#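 Reaction buffer contained 30 mM Tris pH 7.4, 100 mM KCl, 5 mM MgCl2 and 1 mM DTT. Mm-CPN (25 nM final) hydrolysed 10 uM ATP over 30 min at 37°C; ADP was read by HTRF.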
# PI5P4K alpha inh: blocks human PI5P4K alpha kinase activity. PI5P4Kalpha enzyme, ADP-Glo luminescence, 60 min; stronger effect = lower value. 1.2% of 330,000 active. AID 652105. max response, %; active = max response of -50% or lower; inconclusive = between -30% and -50%; inactive = -30% or higher; note: value at the top dose of about 77 µM; % is set by controls: 0 for no effect and ±100 for the full control effect
#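 ADP-Glo luminescence end-point after a 60 min room-temperature kinase reaction. PI5P4Kalpha and substrate in HEPES pH 7.4 buffer with EGTA, 0.1% CHAPS and 5% DMSO; ATP at 5 microM final.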
# EPAC1 ag: activates human EPAC1 exchange factor; 0.073% of 360,000 active; Potency, µM (top dose mostly 154 µM), without a hit: at the highest dose activation, most hits filed as activators; AID 720707; EPAC1 agonist qHTS, biochemical assay; response scale: 100% = response to 6.5 mM cAMP; O95398; note: potency is the fitted concentration of half-maximal effect; nearly all actives have a fitted effect of over 60% in size
#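 Read-out is the fluorescence drop as BODIPY-GDP leaves Rap1B (480 nm excitation, 540 nm emission), recorded every 5 minutes over 30 minutes. Reactions held 100 nM EPAC1, 250 nM Rap1B–BODIPY-GDP and 50 uM GDP, with 6.5 mM cAMP setting full activation.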
# PLK1 PBD inh: inhibitors of human PLK1 polo-box domain binding | P53350 | Plk1 PBD binding of FITC phosphopeptide, fluorescence polarization | Potency, µM, without a hit: max response, negative = inhibition, actives largely listed as inhibitors | 2.8% of 360,000 active | AID 720504; note: potency is the fitted concentration of half-maximal effect; series mostly up to about 57 µM; % is set by controls: 0 for no effect and ±100 for the full control effect; nearly all actives have a fitted effect of over 65% in size
# EPAC1 antagonist: antagonists of human EPAC1; O95398; 0.14% of 360,000 active; Potency, µM (top dose mostly 115 µM), inactives show top-dose activity change, negative = inhibition, most hits filed as inhibitors; EPAC1 GEF assay, Rap1b-BODIPY-GDP exchange fluorescence;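 note: potency is the fitted concentration of half-maximal effect; plate controls were vehicle for no effect and positive control for full effect; nearly all actives have a fitted effect of over 50% in size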
# CCT chaperon mod: changes cytosolic chaperonin activity; purified chaperonin ATPase assay, HTRF ADP detection, 30 min; activity change, % (concentration not given with the values), hits read low; 0.3% of 360,000 active; in the data active = activity change below about -30%; note: % is set by controls: 0 for no effect and ±100 for the full control effect
#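 First, chaperonin was dispensed at 40 nM or 20 nM final depending on batch activity. Next, compounds were pinned at 76 uM and ATP added at 10 uM. After 30 min at 37 °C, ADP detection reagents ran 30 min at ambient temperature.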
# * = called active by the depositor; u = inconclusive; x = no result given; [ ] = another dose, or the depositor's remark. Unless noted, calls come from the whole dose curve; as a rule, active = well fitted curve in the direction sought with a large enough effect; inconclusive = small, poorly fitted or top-dose-only effect, or another doubt; inactive = no such curve, though single readings can be large; an effect the other way counts as inactive or inconclusive. Some of the compounds tested; the hit share may differ from the screen's.
# The opening three records (preview)
SMILES,EPAC2 antagonist,WRN inhibitor,Mm-Cpn inhibitor,PI5P4K alpha inh,EPAC1 ag,PLK1 PBD inh,EPAC1 antagonist,CCT chaperon mod
COc1cc(C(=O)N2C[C@H]3CC[C@H]2C3)ccc1OC1CCN(C(C)=O)CC1,-2%,2%,-2%,3,1%,0%,3%,-2.7
CCCCN1C(=O)C(=O)NC[C@@H]1CC1CCCCC1,4%,5%,x,-1,6%,-12%,10%,-0.1
OC1CCCN(Cc2ccccc2)C1 (stereo not given),-3%,-5%,1%,x,14%,-6%,1%,-1.1

# The list itself, previewed entries included:
SMILES,EPAC2 antagonist,WRN inhibitor,Mm-Cpn inhibitor,PI5P4K alpha inh,EPAC1 ag,PLK1 PBD inh,EPAC1 antagonist,CCT chaperon mod
COc1cc(C(=O)N2C[C@H]3CC[C@H]2C3)ccc1OC1CCN(C(C)=O)CC1,-2%,2%,-2%,3,1%,0%,3%,-2.7
CCCCN1C(=O)C(=O)NC[C@@H]1CC1CCCCC1,4%,5%,x,-1,6%,-12%,10%,-0.1
OC1CCCN(Cc2ccccc2)C1 (stereo not given),-3%,-5%,1%,x,14%,-6%,1%,-1.1
CC(C)N(C(=O)CN1CCN(C(=O)C2COc3ccccc3O2)CC1)C(C)C (stereo not given),1%,-7%,2%,0,2%,-9%,u,0.6
Cc1ccc(Cc2cnc(NC(=O)c3ccco3)s2)cc1,-10%,-12%,-3%,x,22%,-5%,2%,-0.3
CCN1C(=O)C2C(c3cccc(F)c3)NC(CC)(C(=O)OC)C2C1=O (stereo not given),-3%,-4%,0%,x,4%,-8%,0%,-2.0
CCCCC(=O)Nc1cccc(NC(=O)C(C)C)c1,9%,14%,1%,2,-1%,0%,3%,0.4
O=C(N[C@@H](Cc1ccccc1)C(=O)NC1CC1)c1ccc(Cl)cc1,4%,5%,0%,2,15%,-15%,11%,1.1
c1ccc2c(c1)Oc1cccc3cccc-2c13,-7%,-3%,0%,44,-4%,3%,0%,0.9
Cc1cc(C)cc(NC(=O)CCN2C(=O)c3ccccc3C2=O)c1,1%,14%,1%,5,-2%,-17%,-6%,-2.9
CCCOc1ccc(N/C=C/C(=O)c2cc(OC)c(OC)c(OC)c2)cc1,-8%,-4%,-2%,5,-2%,0%,-23%,0.6
COc1ccc(CCNC(=O)C2CC(=O)N(c3ccc(F)cc3)C2)cc1OC (stereo not given),0%,-1%,-2%,x,2%,-3%,-19%,0.1
O=C(CN1C(=O)C2CC=C(Cl)CC2C1=O)NCc1ccccc1 (stereo not given),22%,-7%,1%,-10,-2%,-21%,12%,2.1
COc1ccc(NC(=O)CSc2ncccn2)cc1S(=O)(=O)N1CCCCC1,-2%,-8%,1%,3,3%,-7%,-7%,0.1
CC(C)[C@@H]1Cc2[nH]c(=O)[nH]c(=O)c2[C@H](C)O1,5%,-1%,x,-5,-7%,-1%,3%,0.9
N#C/C(C(=O)N1CCOCC1)=C1/SC(Cc2ccccc2Cl)C(=O)N1c1ccccc1 (stereo not given),-8%,-5%,1%,2,4%,-19%,-22%,-1.5
CCOC(=O)c1ccc(-n2cc(C(=O)c3cccnc3)nn2)cc1,3%,-9%,1%,-3,-4%,5%,-6%,0.0
O=C(CSc1ncn[nH]1)Nc1ccnc2ccccc12,8%,-2%,-2%,1,-5%,2%,0%,-5.7
COc1cc(C(O)CO)ccc1OS(=O)(=O)O (stereo not given),1%,-4%,-1%,0,-7%,-2%,7%,0.4
CN(C(=O)CSc1nnc(Cc2ccccc2F)n1N)C1CCS(=O)(=O)C1 (stereo not given),0%,0%,-1%,0,1%,2%,15%,0.5
Cc1ccc(C)c(N2CCN(S(=O)(=O)c3ccc4c(c3)CCN4C(=O)CCC(=O)O)CC2)c1,14%,-4%,1%,11,-1%,-13%,-15%,0.1
COCCCNC(=S)Nc1cccc(S(=O)(=O)NC2=NCCC2)c1,1%,-6%,1%,4,-3%,-7%,9%,-2.0
CCC(=O)N1CCCC(C(=O)Nc2nc3ccccc3n2C)CC1 (stereo not given),1%,3%,x,6,11%,-11%,14%,-2.0
CC(=O)N(c1cccc(C)c1)S(=O)(=O)c1ccc(Cl)cc1,-12%,5%,1%,-4,-1%,5%,10%,-0.4
COc1ccccc1CNC(=O)C1CCCN(S(=O)(=O)c2cccc3nonc23)C1 (stereo not given),1%,3%[57.1 µM],-1%,8,-1%,-7%,11%,-1.0
Cc1cc(C(=O)N2CCN(c3ncccn3)CC2)nn1C,4%,-4%,-4%,0,-5%,-8%,33%[activator],1.9
CCCN1CCN(CCCNC(=O)c2ccc3c(c2)NC(=O)c2ccccc2S3)CC1,0%,-1%,1%,1,-2%,-11%,-29%,-2.0
CCN1CCN(C(=O)CCN2C(=O)COc3ccc(C)cc32)CC1,3%,2%,-3%,-12,-2%,-8%,8%,-0.6
CCOc1ccc(NC(=O)c2cc(OC)nc3ccccc23)cc1,0%,-9%,-4%,1,1%,-23%,-5%,-0.3
CCCc1nnc(SCC(=O)Nc2ccc(OCC)cc2)n1N,6%,6%,-3%,-5,-6%,-3%,6%,-3.7
Clc1ccc2nc(CN3CCCCCC3)cn2c1,-6%,-6%,1%,0,2%,-4%,-1%,1.7
COc1cc(/C=C/C(=O)OCC(=O)c2c(N)n(C)c(=O)n(C)c2=O)ccc1OCC#N,-3%,5%,2%,-1,5%,-1%,-12%,-2.2
CC(C)CNS(=O)(=O)c1cc(C(=O)N2CC(C)OC(C)C2)c(Cl)cc1Cl (stereo not given),2%,-8%,-1%,x,4%,-2%,2%,-0.5
CC(C)C1(C(C)C)OC(=O)c2ccccc21,3%,3%,1%,-4,7%,-6%,-12%,-2.0
CCCCCC(=O)C(=O)c1ccc(O)cc1O,6%,5%,-1%,-1,-2%,-1%,0%,-3.9
N#Cc1ccc(N2CCCC2C(=O)O)c([N+](=O)[O-])c1 (stereo not given),-4%,-5%,1%,0,-1%,-6%,-5%,0.8
Oc1cccc(C=NCc2ccccc2)c1O,4%,40µM*,-1%,-58*,2%,-18%,-24%,0.5
CCOC(=O)C1=C(CSc2nc3ccccc3s2)NC(=O)NC1c1ccc(OC)cc1 (stereo not given),-7%,-21%,0%,x,u,-19%,u,-1.3
COc1ccc(CN2CCSCC2)c(OC)c1C,11%,4%,0%,-1,-1%,7%,13%,0.2
O=C1Nc2ccccc2C1(O)C/C(=N/O)c1ccccc1 (stereo not given),7%,8%,0%,-11,-8%,27µM*,5%,-0.3
Cc1cc(/C=C(\C#N)C(=O)N2CCCCC2)cc(C)c1O,12%,2%,-16%,6,-2%,-1%,8%,-1.9
CCN(CC(=O)N1CCOCC1)S(=O)(=O)c1ccc(Cl)cc1,5%,-10%,2%,-2,3%,-1%,-9%,-0.6
CCCN(CCC)CCNc1c(NC2CCN(C(=O)OCC)CC2)c(=O)c1=O,0%,6%,1%,6,-13%,-7%,-15%,0.3
CCN(c1ccccc1)S(=O)(=O)c1ccc(OC)c(NC(=O)CCc2nc3ccccc3c(=O)[nH]2)c1,-1%,-12%,0%,3,u,0%,-23%,-0.4
Cc1cccc(-c2nc3ccccc3c(=O)n2NC(=O)c2cccnc2Cl)c1,1%,1%,3%,-2,5%,-4%,-16%,-0.6
COc1ccc(C(=O)NC2CCCCC2)cc1S(=O)(=O)N1CCCC1,-6%,-6%,-2%,5,2%,-9%,-18%,1.0
O=C(Nc1sc2c(c1C(=O)O)CCCC2)c1cccc(Cl)c1,1%,0%,-5%,-15,-1%,u,u,-1.8
O=C(Cc1ccccc1)NCC(=O)OCC(=O)c1ccc(Cl)cc1,-5%,-7%,1%,5,4%,3%,2%,-0.3
O=C(Oc1ccc(Br)cc1)C1CCN(C2=NS(=O)(=O)c3ccccc32)CC1,1%,3%,-2%,0,6%,-3%,0%,0.0
COc1ccc(Nc2nc(-c3cccnc3)cs2)c(OC)c1,5%,-1%,-12%,8,-2%,-15%,-19%,1.3
Cc1cccc(C)c1NC(=O)COc1ccc2c(C)c(Cc3ccccc3)c(=O)oc2c1C,0%,0%,0%,-8,3%,-5%,25%,-0.6
O=C(CCNS(=O)(=O)c1ccc(F)c(Cl)c1)NCc1ccccc1F,0%,6%,0%,-4,8%,-4%,6%,0.0
O=C(NCC1CCCCC1)c1ccc(Cl)nc1,-9%,-7%,0%,1,12%,-15%,0%,-0.7
Cc1ccccc1Oc1ccc2c(c1)[C@@H]1C[C@H](N(C)C(=O)c3cccnc3)[C@H]([C@H](C)O)C(=O)N1CC2,-2%,3%,x,0,-3%,-7%,19%,-3.1
COc1ccccc1-c1nnc(NC(=O)CSc2nncn2C)s1,2%,-11%,-2%,8,11%,1%,2%,-1.0
CCOc1ccc2oc(C(=O)NC3CC(C)(C)NC(C)(C)C3)c(C)c2c1,2%,1%,-4%,-3,-6%,-10%,-1%,-2.7
O=C(COC(=O)c1ccc(-n2cnnn2)cc1)Nc1cc(Cl)ccc1F,12%,-20%,0%,-3,6%,-16%,-9%,-0.7
Cc1ccc(OCc2n[nH]c(=S)n2-c2ccc(Cl)cc2)cc1,-7%,-34%,0%,5,-2%,-29%,-21%,-0.2
COc1ccc(OC)c(/C=N/N=C(\N)c2nonc2N)c1,0%,-3%,1%,0,-7%,6%,4%,-0.3
Cc1nc(-c2ccccc2)cc(=O)[nH]1,-2%,2%,2%,0,-5%,2%,3%,-1.0
# New compounds follow.
SMILES,EPAC2 antagonist,WRN inhibitor,Mm-Cpn inhibitor,PI5P4K alpha inh,EPAC1 ag,PLK1 PBD inh,EPAC1 antagonist,CCT chaperon mod
Cc1c(C#N)c(NC(=O)c2ccccc2)n(Cc2ccccc2)c1C,-8%,-3%,-1%,0,11%,-4%,0%,0.1
O=C(CN1c2cccc3cccc(c23)S1(=O)=O)NCc1ccc(Cl)cc1,-17%,-4%,u,4,14%,3%,-4%,0.0
Cn1c(NCC(O)c2ccccc2)nc2c1c(=O)n(Cc1ccc(Cl)cc1)c(=O)n2C (stereo not given),11%,-10%,-25%,13,0%,-2%,6%,3.0
Brc1csc2ncccc12,5%,-29%,2%,8,6%,-6%,0%,-3.9
O=c1[nH]c(CSc2nnnn2-c2ccccc2)nc2ccccc12,3%,-11%,2%,4,2%,-2%,12%,-6.9
Cc1ccc(NC(=O)c2ccc(S(=O)(=O)N3CCCC3)cc2)nc1,4%,1%,1%,-4,11%,-7%,1%,-1.3
CCc1ccc(C2=NN(C(C)=O)C(c3ccco3)C2)cc1 (stereo not given),9%,4%,-2%,0,-6%,2%,-7%,0.5

# Screening results from PubChem BioAssay.
